Screening results (PubChem)
core dimer inh: HCV core protein dimerization inhibition. TR-FRET GST/Flag-core106 dimerization, 1536-well. inhibition, % at 5 µM. 300,000 compounds, 0.33% hits;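 active = inhibition above the mean of all tested compounds plus 3 SD, set per screening campaign, cut at about 45% in these data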
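Assay system: Tagged HCV core106 pair (GST and Flag) | Buffer or medium: KF-containing HEPES buffer, pH 7.45, DTT, CHAPS, BSA | Also added: Eu donor and XL665 acceptor anti-tag antibodies | Dosing: One concentration, 5 µM, in 0.5% DMSO | Timing: 4 h at 22.5 °C | Technique: TR-FRET 671 and 617 nm emission | Repeats: Singlicate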
Fh CTSL1 inh: counter-screen for PFM18AAP inhibitors: inhibitors of F. hepatica cathepsin L1. 300,000 compounds, 0.49% hits. inhibition, % at 5.96 µM. AID 1906. recombinant F. hepatica cathepsin L1, Z-Leu-Arg-MCA fluorescence;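 active = inhibition above the mean of all tested compounds plus 3 SD, set per screening campaign, cut at about 17% in these data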;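 also: 0% = plate median of test compound wells and 100% = 1 µM Z-Phe-Ala-diazomethylketone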
ZTA counter: counter-screen for EBNA-1 inhibitors: inhibitors of Epstein-Barr virus ZTA | P03206 | 320,000 compounds, 0.15% hits | inhibition, % at 11 µM | ZTA-DNA binding, fluorescence polarization; in the data active = inhibition above about 33%
EBNA-1 inhibitor: blocks EBNA-1 binding to DNA; EBNA-1 DNA binding, fluorescence polarization; inhibition, % at 14.8 µM; 300,000 compounds, 0.34% hits; AID 1950; in the data active = inhibition above about 28%
Efflux pump inh: blocks antifungal efflux pumps in multiplex yeast assay; S. cerevisiae Candida pump triplex, Nile Red efflux; inhibition, % at 10 µM; 330,000 compounds, 0.44% hits; AID 485275;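 active = plate passing quality check with inhibition over a set limit, or well fluorescence over plate mean plus 4 SD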;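 also: Nile Red retained in pooled yeast measured as flow cytometry median fluorescence; 0% = buffer negative control and 100% = Enniatin B positive control; higher means more Nile Red kept so more efflux inhibition; some compounds called inactive have numbers as strong as hits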
PREPL inhibitor: human PREPL enzyme inhibition | 320,000 compounds, 0.68% hits | inhibition, % at 5.96 µM | recombinant PREPL, fluorescence polarization activity-based probe; in the data active = inhibition above about 43%;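 also: 0% = enzyme with DMSO and 100% = wells lacking enzyme; many of its hits are not listed in these tables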
Target sequence (Q4J6C6 whole entry, looked up): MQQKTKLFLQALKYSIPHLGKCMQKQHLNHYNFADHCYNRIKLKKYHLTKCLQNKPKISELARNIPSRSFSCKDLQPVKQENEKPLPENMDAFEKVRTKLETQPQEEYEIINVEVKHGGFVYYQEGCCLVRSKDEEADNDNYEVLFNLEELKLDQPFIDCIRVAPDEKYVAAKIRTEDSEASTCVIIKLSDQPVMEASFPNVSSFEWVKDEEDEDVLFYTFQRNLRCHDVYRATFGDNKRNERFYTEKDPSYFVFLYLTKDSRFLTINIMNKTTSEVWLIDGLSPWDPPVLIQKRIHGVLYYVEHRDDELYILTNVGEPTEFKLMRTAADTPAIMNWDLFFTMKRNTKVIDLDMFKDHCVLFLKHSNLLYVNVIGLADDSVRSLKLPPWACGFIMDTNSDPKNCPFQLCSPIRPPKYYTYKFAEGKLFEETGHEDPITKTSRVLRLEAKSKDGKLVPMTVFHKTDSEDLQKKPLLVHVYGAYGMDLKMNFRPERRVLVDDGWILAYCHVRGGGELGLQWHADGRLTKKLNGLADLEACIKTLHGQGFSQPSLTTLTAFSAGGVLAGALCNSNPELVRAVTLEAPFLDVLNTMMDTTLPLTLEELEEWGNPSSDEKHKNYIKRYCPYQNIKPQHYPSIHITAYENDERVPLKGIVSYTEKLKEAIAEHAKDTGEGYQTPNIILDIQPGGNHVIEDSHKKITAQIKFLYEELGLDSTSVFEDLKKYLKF
PP5 primary: inhibitors of human protein phosphatase 5 (PP5); AID 1987; purified PP5c, OMFP substrate fluorescence; inhibition, % at 6.7 µM; 320,000 compounds, 0.18% hits;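 active = inhibition above the campaign's mean inhibition across all tested compounds plus 3 SD, cut at about 9.5% in these data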;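 also: 0% = DMSO only and 100% = 100 µM cantharidin control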
PP1 inh: blocks human PP1-alpha phosphatase, a PP5 counter-screen; purified PP1alpha, OMFP fluorescence; inhibition, % at 6.7 µM; AID 2235; 320,000 compounds, 0.9% hits; P62136;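 active = inhibition above the mean inhibition of all tested compounds plus 3 SD, computed separately for each screening campaign, cut at about 15% in these data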
Target sequence (P62136 whole entry, looked up): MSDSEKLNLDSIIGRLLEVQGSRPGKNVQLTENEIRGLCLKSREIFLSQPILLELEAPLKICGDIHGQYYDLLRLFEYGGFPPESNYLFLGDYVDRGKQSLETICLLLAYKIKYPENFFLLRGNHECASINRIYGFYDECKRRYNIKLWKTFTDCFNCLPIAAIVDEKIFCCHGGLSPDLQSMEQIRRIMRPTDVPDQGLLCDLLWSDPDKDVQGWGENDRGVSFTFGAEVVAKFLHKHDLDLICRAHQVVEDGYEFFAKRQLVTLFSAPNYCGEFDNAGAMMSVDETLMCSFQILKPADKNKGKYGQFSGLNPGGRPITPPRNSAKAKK
TPT1 inh: blocks Candida albicans tRNA 2'-phosphotransferase | recombinant caTPT1, FP RNA substrate dephosphorylation | 300,000 compounds, 0.81% hits | inhibition, % at 5 µM;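 active = inhibition above the mean of all tested compounds plus 3 SD, set per screening campaign, cut at about 24% in these data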;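 also: plate controls were DMSO alone for no effect and ferristatin control at 100 nM for full effect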
* = called active by the depositor; . = no result given.

SMILES	core dimer inh	Fh CTSL1 inh	ZTA counter	EBNA-1 inhibitor	Efflux pump inh	PREPL inhibitor	PP5 primary	PP1 inh	TPT1 inh
Cn1c(C(=O)NCCCN2CCc3ccccc3C2)cc2c(=O)n(C)c3ccccc3c21	-4	2	-1	0	0.1	-30	2.5	-1	-1
CCC(C)NC(=O)c1ccc(N2CC3CC(C2)c2cccc(=O)n2C3)c(NC(=O)c2ccc(Br)o2)c1 (centres undefined)	10	2	9	8	0.0	2	1.1	0	2
CC(=O)NC1=NN(C(C)=O)C(C)(c2ccc(Br)cc2)S1 (centres undefined)	3	-1	11	1	0.2	0	0.1	2	1
COc1ccccc1NC(=O)COc1cc(Br)c(CNCCCN2CCOCC2)cc1OC	-8	-2	-24	1	-0.1	0	-0.4	0	1
Cc1ccc(C(=O)NS(=O)(=O)c2ccccc2)cc1	-1	13	-29	-5	-0.1	-5	1.4	-3	3
CCn1c(CNC(=O)c2cccs2)nnc1SCC(=O)Nc1ccc(Cl)cc1	-1	0	-4	0	0.1	-21	1.1	-3	-2
c1ccc(-c2noc(-c3ccccc3-c3ccccc3)n2)cc1	0	-1	14	5	0.1	-1	1.8	0	-2
O=C(COc1cccc2cccnc12)N/N=C1\SCC(=O)N1Cc1ccco1	0	-2	17	4	0.0	-2	2.0	1	-1
CC(C)(C)NC(=O)CN(C(=O)c1snc(C(=O)NC2CCCCC2)c1N)c1ccccc1F	7	4	3	3	-0.1	-7	-0.1	-2	-2
Cc1[nH]c2ccccc2c1C(O)c1ccncc1 (centres undefined)	-4	-3	10	1	0.0	-2	-1.3	-2	-1
CC(=O)OCCNC(=O)c1cc2ccccc2oc1=O	-16	-1	3	-6	0.3	6	1.1	-5	2
Cc1cc(C)nc(NC(=O)C(C)N2C(=O)c3ccccc3C2=O)n1 (centres undefined)	-6	-1	2	-2	0.1	-9	0.0	0	9
COc1ccc2c(c1)C(=O)N(c1ccc(C)cc1C)C(=O)C2	12	2	-18	0	0.0	-2	2.8	1	6
COc1cc2c(cc1OC)CN(C(=O)Cc1c(F)cccc1Cl)CC2	12	6	-2	7	0.0	0	-1.6	2	-1
O=C(Nc1ccccc1)N1CCNCC1	-2	-1	4	5	-0.1	-2	-1.9	-2	2
O=C(Nc1ccc(N2CCN(C(=O)c3cccs3)CC2)cc1)c1ccc(F)cc1	-4	1	5	-13	0.1	13	0.4	1	-4
COc1ccc(Cl)cc1NC(=O)c1noc(C)c1[N+](=O)[O-]	0	3	2	-3	-0.2	1	0.9	-2	2
Cc1ccc(-n2ncc3c2CC(C)(C)CC3NC(=O)c2cc[n+]([O-])cc2)cc1 (centres undefined)	-5	-2	-1	10	0.0	-5	1.4	1	-1
O=[N+]([O-])c1cc(Cl)ccc1NCCc1ccccn1	-4	2	-4	-6	0.0	25	0.1	-2	-1
CCNC(=S)N(CCN(CC)CC)Cc1cc2cc3c(cc2[nH]c1=O)OCCO3	-1	-2	-5	-1	0.3	7	3.8	-4	5
COc1ccc(C(=O)O)cc1S(=O)(=O)N(CCc1ccccc1)Cc1ccccc1	8	-3	3	1	0.5	-16	2.0	4	1
CSc1nsc(SCC(=O)Nc2cccc(C(=O)O)c2)n1	5	-1	-4	5	0.1	-10	3.3	-2	0
COC(=O)CNC(=O)CN(c1ccc(OC)cc1OC)S(=O)(=O)c1ccccc1	.	.	-2	.	0.2	-1	0.5	1	.
NC(=O)NOCc1ncc(C(F)(F)F)cc1Cl	-3	0	0	3	-0.1	3	-2.2	0	-4
Cc1ccc(NC(=O)CN(C)C(=O)c2ccc(NS(=O)(=O)c3ccc4[nH]c(=O)[nH]c4c3)cc2)cc1	.	.	-3	.	0.1	6	0.3	1	.
CCn1cc([N+](=O)[O-])c(C(=O)N2N=C3/C(=C/c4cccs4)CCCC3C2c2cccs2)n1 (centres undefined)	18	2	3	-3	0.1	10	2.8	6	1
CC1C(=O)CC(c2ccccc2)N(C)C1c1ccccc1 (centres undefined)	7	-1	8	7	-0.2	-2	-1.2	1	-6
Cc1cc(C)c(C)c(SCC(=O)Nc2oc(C)c3c(C)n[nH]c(=O)c23)c1C	3	-2	10	1	0.1	-12	0.6	3	-1
CCC(=O)C1CCCN(C(=O)CCc2nnc(-c3ccc4c(c3)OCO4)o2)C1 (centres undefined)	1	0	-2	-1	0.2	1	2.5	-2	-1
COc1ccc(S(=O)(=O)N(C)CC(=O)NCCN2CCOCC2)cc1Cl	-3	2	1	-3	0.1	1	-0.3	1	-2
CS(=O)(=O)c1ccc(-c2nn[nH]n2)cc1	-6	-1	7	3	0.0	2	-0.3	-2	-2
O=C(CCCC1=NS(=O)(=O)c2ccccc2N1)NCCc1ccc(Cl)cc1	3	1	9	-3	0.0	-3	-0.5	-2	-2
CC(C)N(CCNS(=O)(=O)c1ccc(Cl)cc1)C(C)C	-3	0	-1	-6	0.0	-63	0.5	0	0
Cc1ccc2c3c1C1(C(=O)N3C(C)(C)CC2C)C(C#N)=C(N)Oc2cc(O)ccc21 (centres undefined)	-1	-4	-9	1	0.0	6	4.1	0	1
COCCC(=O)N1CCC(Oc2ccc(C(=O)NC3CCCCC3)cc2)CC1	11	4	6	0	0.0	12	-0.4	-6	-3
CC1(C)CC(=O)C2=C(C1)OC(N)=C(C#N)C2c1cccs1 (centres undefined)	4	1	-1	-3	-0.1	17	-3.9	-1	-3
COc1ccc(-c2noc(CN(C)CCC3CCCCO3)n2)cc1 (centres undefined)	3	1	10	8	0.3	18	0.6	-3	5
O=C(N/N=C/c1ccccc1O)c1cc[n+]([O-])cc1	-16	-1	-26	-4	-0.2	-6	1.8	0	-3
Cc1ccccc1OCCC(=O)OCC(=O)NCCc1ccc(S(N)(=O)=O)cc1	.	.	-19	.	0.2	22	0.9	0	.
O=C(COC(=O)c1ccc(Cl)c(Cl)c1)Nc1cccnc1Cl	-6	-3	-1	-4	0.0	14	0.2	0	-1
Cc1cccc(N2CC(c3nc4ccccc4[nH]3)CC2=O)c1 (centres undefined)	-8	-2	-9	-18	0.2	5	-4.0	-1	-5
CC1(C)CC2(CCCN3C(=O)CSC32)CCS1 (centres undefined)	3	-2	8	-5	0.2	-9	3.6	-2	4
O=C(O)CCC(C(=O)O)n1c(O)c(C2=c3ccccc3=NC2=O)sc1=S (centres undefined)	-1	-1	3	4	0.1	7	2.1	-2	-1
O=c1c2ccccc2nc(-c2cccs2)n1-c1cccc2ccccc12	6	8	-13	-12	-0.1	-4	4.2	-4	-2
O=C(COC(=O)c1ccco1)NCc1ccc(F)cc1	-3	-1	-9	3	0.4	7	0.6	-2	-1
O=C(NCc1ccco1)c1ccc(N2CCCC2=O)cc1	4	1	5	6	0.0	-1	-0.5	-3	-1
CN(CCOC(=O)c1cccc(Br)c1)C(C)(C)C	-6	6	0	5	-0.1	7	1.4	1	-1
S=c1[nH]nc(-c2ccc(Cl)cc2)n1-c1ccc2c(c1)OCCO2	3	-1	-4	5	0.3	2	2.2	2	0
CCOc1ccc(S(=O)(=O)/N=C(\N)c2ccccc2)cc1	-5	-6	-4	-6	0.2	7	-0.9	-10	1
Cc1cc(SCC(=O)NN)c2cc(Br)ccc2n1	25	-5	-11	-24	0.5	19	2.8	4	1
CC1=CC(=O)CC(C)(C)C1(O)/C=C/C(C)=C/C(=O)O (centres undefined)	-3	3	-11	3	-0.3	-4	0.0	-3	-4
COc1ccc(Cc2nnc(SCC(=O)Nc3ccc(N4CCOCC4)cc3)o2)cc1	9	3	11	9	0.1	10	0.1	0	-1
CCCNC(=O)C1CCN(S(=O)(=O)c2ccc(-c3nn[nH]n3)cc2)CC1	8	2	7	6	-0.1	23	0.5	-4	-6
COC(=O)c1nc2n(n1)C(c1ccc(OC)c(OC)c1OC)C1=C(CCCC1=O)N2 (centres undefined)	-1	5	-15	0	0.0	-13	0.5	9	-8
O=S(=O)(c1ccccc1)c1nc(-c2ccccc2)oc1NCCCN1CCOCC1	4	-1	5	0	-0.5	1	3.8	-1	1
CC(C)Oc1ccc(C(CC(=O)O)n2cnnn2)cc1 (centres undefined)	-2	-2	7	-2	0.1	3	3.4	-4	-1
COc1ccccc1CNC(=O)C1COc2ccccc2O1 (centres undefined)	3	-3	-11	5	-0.7	12	-2.2	-2	-1
O=C(Nc1ccccc1)N1CCC(C(=O)N2CCN(S(=O)(=O)c3cccc(F)c3)CC2)CC1	4	2	11	6	0.1	15	3.2	0	0
CC(C)N(Cc1ccccc1)S(=O)(=O)c1ccc2c(c1)NC(=O)CO2	7	0	1	-2	0.0	-6	2.5	0	-4
O=C(Nc1cc(SCCO)cc([N+](=O)[O-])c1)c1ccco1	2	5	16	9	0.1	8	0.6	-2	1

(continued)
SMILES	core dimer inh	Fh CTSL1 inh	ZTA counter	EBNA-1 inhibitor	Efflux pump inh	PREPL inhibitor	PP5 primary	PP1 inh	TPT1 inh
C(=C\c1ccccc1)/CN1CCN(C(c2ccccc2)c2ccccc2)CC1	7	-4	-9	8	-0.1	6	7.3	4	0
O=C(CSc1n[nH]c(=O)n1-c1ccccc1)N1CCOCC1	-6	-7	-13	-11	0.0	14	0.8	4	-2
Cc1ccc(C)c(NC(=O)COc2cccc3c2CCN(Cc2ccccc2C)C3=O)c1	15	-1	-17	-5	0.1	-10	3.4	-2	-4
CC1CN(C(=O)CSc2nc(-c3ccccc3)cs2)CC(C)O1 (centres undefined)	-2	-4	-2	-8	0.1	-1	2.0	-1	1
FC(F)(F)c1cc(N2CCOCC2)nc(-c2ccccc2)n1	-5	0	-10	-7	-7.4	6	2.3	0	-2
CCN1CCN(C(=O)CN2C(=O)COc3ccc(S(=O)(=O)N4CCOCC4)cc32)CC1	-2	0	-16	-12	0.3	5	1.5	-5	3
COc1cccc2cc(C(=O)Nc3ccccc3C)/c(=N/O)oc12	-3	3	25	12	-0.3	8	-2.8	1	-2
Cn1c(=O)[nH]c(=O)c2c1nc(SCCC(=O)O)n2Cc1cccc(Br)c1	-3	0	-19	-2	0.1	-3	0.0	1	2
O=C(CC(=O)NN=C1CCCCCC1)NCc1cccnc1	-2	1	22	-3	0.1	4	1.1	3	0
CC1(C)Cc2c(sc(NC(=O)c3ccco3)c2C(=O)O)CO1	-3	-1	5	8	0.0	8	-0.3	-3	0
Cn1c(=O)oc2cc(S(=O)(=O)N3CCCC(C(=O)Nc4ccccn4)C3)ccc21 (centres undefined)	-4	-2	3	-1	-0.1	0	0.7	-1	-3
C/C(=N\N(Cc1ccccc1)c1ccccc1)c1ccncc1	2	1	9	0	0.3	-5	1.2	10	-1
CCOC(=O)C1CCN(Cc2coc3c(Cl)cc(Cl)cc3c2=O)CC1	0	7	-4	-10	0.1	8	-0.6	0	1
CCCCC(Sc1nc(C)c(Cc2ccccc2)c(=O)[nH]1)C(=O)O (centres undefined)	9	-8	-7	-1	0.1	14	0.8	-1	1

Reformatted with two lines to a compound: four of the compounds above
Every second line gives: core dimer inh, Fh CTSL1 inh, ZTA counter, EBNA-1 inhibitor, Efflux pump inh, PREPL inhibitor, PP5 primary, PP1 inh, TPT1 inh
> CC1(C)Cc2c(sc(NC(=O)c3ccco3)c2C(=O)O)CO1
    -3, -1, 5, 8, 0.0, 8, -0.3, -3, 0
> CC1CN(C(=O)CSc2nc(-c3ccccc3)cs2)CC(C)O1 (centres undefined)
    -2, -4, -2, -8, 0.1, -1, 2.0, -1, 1
> Cn1c(=O)[nH]c(=O)c2c1nc(SCCC(=O)O)n2Cc1cccc(Br)c1
    -3, 0, -19, -2, 0.1, -3, 0.0, 1, 2
> C(=C\c1ccccc1)/CN1CCN(C(c2ccccc2)c2ccccc2)CC1
    7, -4, -9, 8, -0.1, 6, 7.3, 4, 0

A portion of the library; the hit share may differ from the screen's.
